Source: PubChem BioAssay
Insulin prom up: MIN6 insulin promoter up-regulation; 190,000 tested, 0.3% active; z-score at 5 µM; MIN6 insulin promoter-GFP reporter, high-content imaging; hits give high values; AID 1625;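 active means z-score above 3 at 5 µM with at least 500 cells counted in the well; inconclusive means wells under 500 cells, flagged as cytotoxic or low count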
PMI inhibitors: MPI enzyme activity inhibition – biochemical, fluorescence intensity, coupled assay, primary screen (AID 1209) | inhibition, % at 20 µM, or IC50 in µM where a hit was titrated | 190,000 tested, 0.42% active | purified PMI enzyme, coupled fluorescence intensity; higher % means a stronger effect; in the data active means inhibition above about 50%;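 further: plate controls were DMSO vehicle for no effect and wells lacking substrate for full effect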
TNAP activation fold: human TNAP enzyme activators, primary screen, biochemical, luminescent, no phosphate acceptor, uHTS (AID 1001); purified TNAP, luminescent activation assay, no phosphate acceptor; higher activation fold means a stronger effect; activation fold at 20 µM, or EC50 in µM where a hit was titrated; 200,000 tested, 0.03% active; in the data active means activation fold from about 3, or a potency from the dose series; inactive means the rest, 99 in 100 with activation fold below about 1.6; further: many of its hits are not listed in these tables
MT stabilize HCS: microtubule stabilization, imaging screen; HeLa tubulin immunostaining HCS, 24 h; share of cells brighter than vehicle mean+2SD; 200,000 tested, 0.83% active; % tubulin-high responders, % at 10 µM;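 active means plate Z-score above 3 for both tubulin-high and condensed-nucleus cell shares, with cell loss under 80%, at 10 µM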;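 further: anti alpha tubulin signal scored within the nucleus-defined area of each cell; some results filed as inactive read as strong as hits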
Lipid droplet: hepatic lipid droplet formation modulation | inhibition, % at 6.5 µM | 240,000 tested, 0.4% active | AML12 mouse hepatocytes, oleate lipid droplets, BODIPY imaging;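 active means lipid droplet intensity inhibited by at least 50%, with more than 500 cells counted; inconclusive means wells with under 300 cells, treated as cytotoxic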
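Material: mouse AML12 hepatocyte cell line, fixed after treatment; Timing: compound with oleate, overnight; Technique: high-content imaging of BODIPY-stained droplets and DAPI nuclei; Probe or stimulus: oleate, 100 µM final; Dosing: compound at 6.5 µM only.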
bCat nuc transl: alters nuclear translocation of beta-catenin in HeLa cells | 190,000 tested, 0.3% active | immunofluorescence imaging | nuclear translocation activity, % at 5 µM;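 active means nuclear translocation activity above 50% at 5 µM, with a well cell count of 50 or more; inconclusive means wells under 50 cells across six images, flagged as toxic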;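 further: per-cell ratio of nuclear to cytoplasmic median beta-catenin stain intensity; plate controls were DMSO negative control for no effect and GSK-3 inhibitor IX positive control for full effect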
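Assay system: human HeLa cells, native beta-catenin; doses: 5 µM primary, 0.02–20 µM confirmation; incubation: compound treatment 24 h, 37°C, 5% CO2; technique: fluorescence imaging of beta-catenin antibody stain plus DAPI; measure: % activation, nuclear-to-cytoplasmic median beta-catenin signal ratio per cell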
T cell HTS: modulates CD8 T cell binding to vesicles; 2C CD8+ T cell-vesicle binding, flow cytometry; hits give low values; AID 2052; 330,000 tested, 0.068% active; calls only at 7 µM;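 active means response, share of CD8 T cells binding vesicles, and their 90th percentile fluorescence all below set limits, cut at about 80% in these data, passing the limit was not always enough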
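incubation = binding step 1.5 h, 37 °C, antibody labelling 20 min, ice | test system = 2C mouse CD8+ T cells | read-out basis = percent CD8+ FL2 mean versus row control | controls = Peptide-free naked vesicles (low) and QL9 vesicles with 0.7% DMSO vehicle (high) | detection = flow cytometry of vesicle-bound cells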
Myeloid diff 2: promotes myeloid progenitor differentiation. ER-HoxA9 myeloid progenitors, lysozyme-GFP differentiation, flow cytometry. calls only at 10 µM. 360,000 tested, 1% active. AID 624256;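 active means normalized GFP-positive differentiation at or above the plate's own cutoff, the solvent-only control mean plus 3 SD; inconclusive means no clear call, values can overlap the other calls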;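 further: cells exposed to compound for four days before flow analysis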
Dynein transport: blocks dynein driven cargo transport along microtubules. z-score, hits read low. 3617.4 mouse cells, GR-EGFP nuclear translocation imaging; test concentration mostly 20 µM; stimulated with dexamethasone, 1 µM; hits give low values. 220,000 tested, 0.47% active. AID 1381;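 active means plate z-score of nuclear minus cytoplasmic receptor signal below a set negative limit, without overly bright fluorescence or cell loss, cut at about -3.5 in these data, passing the limit was not always enough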;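 further: z-score of nuclear minus cytoplasmic ring GR-EGFP intensity difference per well; some compounds called inactive have numbers as strong as hits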
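Schedule: 48 h induction, then 1 h compound, then 30 min agonist, 37 °C. Buffer or medium: tetracycline-free induction medium containing charcoal-stripped FBS. Reagent: 1.0 µM final dexamethasone stimulus. Evaluation: nuclear versus cytoplasmic GR-EGFP signal, averaged per well. Signal: high-content fluorescence imaging after fixation.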
Dynein transport cytoplasmic EGFP: second read-out of Dynein transport, no call of its own (marks repeat the call); z-score; measured here: cytoplasmic GR-EGFP intensity; hits give high values
Dynein transport nuclear GR-EGFP: second read-out of Dynein transport, no call of its own (marks repeat the call); z-score; measured here: nuclear GR-EGFP intensity;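 lower value marks the stronger effect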
Dynein transport cell count: also measured in Dynein transport; calls as there; z-score; measured here: cell count per field
Insulin prom up cell count: second read-out of Insulin prom up, no call of its own (marks repeat the call); cell count; measured here: cytotoxicity, nuclei count;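 total cells summed across four imaged fields per well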
Lipid droplet cells 6.5 µM: second read-out of Lipid droplet, no call of its own (marks repeat the call); cell count; measured here: cell count, cytotoxicity flag;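 cells counted across two imaged fields per well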
bCat nuc transl cell count 5 µM: second read-out of bCat nuc transl, no call of its own (marks repeat the call); cell count; measured here: cell count, cytotoxicity flag
T cell HTS vesicle-bound %: further read-out of T cell HTS, marked with its call; double positive events, %; measured here: CD8+ vesicle-bound cell fraction;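 binding gate set so that unloaded-vesicle control wells show 10% double positive cells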
MT stabilize HCS Hoechst-high %: further read-out of MT stabilize HCS, marked with its call; % Hoechst-high responders; measured here: nuclear condensation Hoechst responders;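 share of cells brighter than vehicle mean plus two SD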
MT stabilize HCS cytotoxicity %: also measured in MT stabilize HCS; calls as there; toxicity, %; measured here: cytotoxicity by cell density;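 0% = mean cell density of plate MIN control wells and 100% = no cells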
Myeloid diff 2 GFP+ MAC1+ %: recorded beside Myeloid diff 2, whose call it bears; GFP+ MAC1+ double positive, %; measured here: differentiation confirmed by MAC1 staining
Starred values were filed as active, the others as inactive.

What do the screens show for `CCOC(=O)c1cn2nc(-c3ccc(OC)cc3)cc2nc1C1CCN(C(=O)OC(C)(C)C)CC1`?
Insulin prom up: 0.65; PMI inhibitors: 22%; TNAP activation fold: 1; MT stabilize HCS: 2.7; bCat nuc transl: -0.7; T cell HTS: inactive; Myeloid diff 2: inactive; Dynein transport: 1.1; Dynein transport cytoplasmic EGFP: 0.1; Dynein transport nuclear GR-EGFP: 0.72; Dynein transport cell count: -1.3; Insulin prom up cell count: 703; bCat nuc transl cell count 5 µM: 801; T cell HTS vesicle-bound %: 15; MT stabilize HCS Hoechst-high %: 1.0; MT stabilize HCS cytotoxicity %: 7.8; Myeloid diff 2 GFP+ MAC1+ %: 0.1

What do the screens show for `Cn1cc(CN2CCc3sccc3C2)c(-c2ccccc2F)n1`?
Insulin prom up: -0.45; PMI inhibitors: 19%; TNAP activation fold: 1; MT stabilize HCS: 2.1; Lipid droplet: -9; bCat nuc transl: -1.8; T cell HTS: inactive; Myeloid diff 2: inactive; Dynein transport: 2.5; Dynein transport cytoplasmic EGFP: -0.049; Dynein transport nuclear GR-EGFP: 1.2; Dynein transport cell count: -1.1; Insulin prom up cell count: 1557; Lipid droplet cells 6.5 µM: 716; bCat nuc transl cell count 5 µM: 983; T cell HTS vesicle-bound %: 24; MT stabilize HCS Hoechst-high %: 1.4; MT stabilize HCS cytotoxicity %: 4.0; Myeloid diff 2 GFP+ MAC1+ %: 0.6

What do the screens show for `CC(=O)OCCNc1nc(-c2ccccc2)nc2ccccc12`?
Insulin prom up: 0.91; PMI inhibitors: 13%; TNAP activation fold: 1.1; MT stabilize HCS: 2.6; Lipid droplet: 7; bCat nuc transl: -0.1; T cell HTS: inactive; Myeloid diff 2: inactive; Dynein transport: -0.78; Dynein transport cytoplasmic EGFP: -0.34; Dynein transport nuclear GR-EGFP: -0.85; Dynein transport cell count: 0.95; Insulin prom up cell count: 1416; Lipid droplet cells 6.5 µM: 567; bCat nuc transl cell count 5 µM: 1537; T cell HTS vesicle-bound %: 54; MT stabilize HCS Hoechst-high %: 1.8; MT stabilize HCS cytotoxicity %: 8.9; Myeloid diff 2 GFP+ MAC1+ %: 0.2

What do the screens show for `CCCn1nnnc1SCC(=O)Nc1sc(C)c(C)c1C#N`?
Insulin prom up: -0.02; Lipid droplet: -20; bCat nuc transl: 0.2; T cell HTS: inactive; Dynein transport: 0.085; Dynein transport cytoplasmic EGFP: -0.66; Dynein transport nuclear GR-EGFP: -0.077; Dynein transport cell count: -0.98; Insulin prom up cell count: 908; Lipid droplet cells 6.5 µM: 678; bCat nuc transl cell count 5 µM: 1387; T cell HTS vesicle-bound %: 40

What do the screens show for `O=C(NCc1ccccn1)c1ccc(Cn2c(=S)[nH]c3ccc(Br)cc3c2=O)cc1`?
PMI inhibitors: 7%; TNAP activation fold: 1.1; MT stabilize HCS: 4.5; Lipid droplet: 3; bCat nuc transl: -3.5; T cell HTS: inactive; Myeloid diff 2: inactive; Dynein transport: -0.91; Dynein transport cytoplasmic EGFP: -0.34; Dynein transport nuclear GR-EGFP: -0.45; Dynein transport cell count: 1.4; Lipid droplet cells 6.5 µM: 711; bCat nuc transl cell count 5 µM: 1040; T cell HTS vesicle-bound %: 53; MT stabilize HCS Hoechst-high %: 3.4; MT stabilize HCS cytotoxicity %: 0.3; Myeloid diff 2 GFP+ MAC1+ %: 0.2

What do the screens show for `Fc1ccc(-c2cc(C(F)(F)F)nc(N3CCCCC3)n2)cc1`?
Insulin prom up: 0.04; PMI inhibitors: 1%; TNAP activation fold: 1.1; MT stabilize HCS: 4.9; bCat nuc transl: -0.2; T cell HTS: inactive; Myeloid diff 2: inactive; Dynein transport: 1.1; Dynein transport cytoplasmic EGFP: 0.71; Dynein transport nuclear GR-EGFP: 0.73; Dynein transport cell count: -0.69; Insulin prom up cell count: 1526; bCat nuc transl cell count 5 µM: 1365; T cell HTS vesicle-bound %: 27; MT stabilize HCS Hoechst-high %: 1.2; MT stabilize HCS cytotoxicity %: 5.7; Myeloid diff 2 GFP+ MAC1+ %: 1.2

What do the screens show for `Cc1cccc(N2C(=O)CSC2c2cccnc2)c1` (stereo not drawn)?
PMI inhibitors: 8%; TNAP activation fold: 1.3; MT stabilize HCS: 1.2; Lipid droplet: 8; bCat nuc transl: -9.7; Myeloid diff 2: inactive; Dynein transport: 3.4; Dynein transport cytoplasmic EGFP: 0.52; Dynein transport nuclear GR-EGFP: 1.7; Dynein transport cell count: -2; Lipid droplet cells 6.5 µM: 806; bCat nuc transl cell count 5 µM: 1238; MT stabilize HCS Hoechst-high %: 1.0; MT stabilize HCS cytotoxicity %: 8.0; Myeloid diff 2 GFP+ MAC1+ %: 4.0

How did C=CCNC(=S)N1CCN(S(=O)(=O)c2ccc(C)cc2)CC1 do in these assays?
Insulin prom up: -0.21; Lipid droplet: -6; bCat nuc transl: 0.9; T cell HTS: inactive; Myeloid diff 2: inactive; Dynein transport: 0.79; Dynein transport cytoplasmic EGFP: -0.18; Dynein transport nuclear GR-EGFP: 0.98; Dynein transport cell count: -0.93; Insulin prom up cell count: 970; Lipid droplet cells 6.5 µM: 681; bCat nuc transl cell count 5 µM: 1350; T cell HTS vesicle-bound %: 44; Myeloid diff 2 GFP+ MAC1+ %: 0.7

How did CC(=O)Nc1ccc(C(=O)OCC(=O)NC(=O)NC2CCCCC2)cc1 do in these assays?
Insulin prom up: 1.8; PMI inhibitors: 5%; TNAP activation fold: 1.2; MT stabilize HCS: 2.6; bCat nuc transl: 0.5; T cell HTS: inactive; Myeloid diff 2: inconclusive; Dynein transport: -0.14; Dynein transport cytoplasmic EGFP: -0.19; Dynein transport nuclear GR-EGFP: 0.1; Dynein transport cell count: 0.57; Insulin prom up cell count: 1005; bCat nuc transl cell count 5 µM: 1161; T cell HTS vesicle-bound %: 18; MT stabilize HCS Hoechst-high %: 1.4; MT stabilize HCS cytotoxicity %: 4.5

Results for COC(=O)C1CCN(c2nc3ccccc3nc2C(C#N)C(=O)NCCc2ccccc2)CC1 (stereo not drawn) ?
PMI inhibitors: -5%; TNAP activation fold: 1; MT stabilize HCS: 2.2; Lipid droplet: 3; bCat nuc transl: -0.2; T cell HTS: inactive; Myeloid diff 2: inactive; Dynein transport: -0.2; Dynein transport cytoplasmic EGFP: -0.17; Dynein transport nuclear GR-EGFP: -0.077; Dynein transport cell count: 0.82; Lipid droplet cells 6.5 µM: 698; bCat nuc transl cell count 5 µM: 1124; T cell HTS vesicle-bound %: 29; MT stabilize HCS Hoechst-high %: 2.1; MT stabilize HCS cytotoxicity %: 3.4; Myeloid diff 2 GFP+ MAC1+ %: 0.6

Results for CCC(C)(C(=O)NC1CCCCC1)N(C(=O)CNC(C)=O)c1c(C)n(C)n(-c2ccccc2)c1=O (stereo not drawn) ?
Insulin prom up: 1.4; PMI inhibitors: 12%; TNAP activation fold: 1; MT stabilize HCS: 2.1; Lipid droplet: -1; bCat nuc transl: -0.9; T cell HTS: inactive; Myeloid diff 2: inactive; Dynein transport: 1.2; Dynein transport cytoplasmic EGFP: -0.22; Dynein transport nuclear GR-EGFP: 1.3; Dynein transport cell count: 0.53; Insulin prom up cell count: 1790; Lipid droplet cells 6.5 µM: 649; bCat nuc transl cell count 5 µM: 1083; T cell HTS vesicle-bound %: 34; MT stabilize HCS Hoechst-high %: 1.4; MT stabilize HCS cytotoxicity %: 9.2; Myeloid diff 2 GFP+ MAC1+ %: 0.8

What do the screens show for `CC1=C(C)CS(=O)N(S(=O)(=O)c2ccc(Cl)cc2)C1` (stereo not drawn)?
Insulin prom up: -0.55; PMI inhibitors: -17%; TNAP activation fold: 1; MT stabilize HCS: 1.8; bCat nuc transl: -1.1; T cell HTS: inactive; Dynein transport: -0.76; Dynein transport cytoplasmic EGFP: -0.059; Dynein transport nuclear GR-EGFP: -0.3; Dynein transport cell count: 0.18; Insulin prom up cell count: 1625; bCat nuc transl cell count 5 µM: 1362; T cell HTS vesicle-bound %: 30; MT stabilize HCS Hoechst-high %: 2.4; MT stabilize HCS cytotoxicity %: 6.7

How did Cn1cnnc1SCC(=O)Nc1nc(-c2ccc(F)cc2)cs1 do in these assays?
Insulin prom up: 0.78; PMI inhibitors: -7%; TNAP activation fold: 1; MT stabilize HCS: 2.7; Lipid droplet: 0; bCat nuc transl: -1.2; T cell HTS: inactive; Myeloid diff 2: inactive; Dynein transport: 0.19; Dynein transport cytoplasmic EGFP: -0.18; Dynein transport nuclear GR-EGFP: -0.46; Dynein transport cell count: -0.16; Insulin prom up cell count: 1311; Lipid droplet cells 6.5 µM: 713; bCat nuc transl cell count 5 µM: 1114; T cell HTS vesicle-bound %: 31; MT stabilize HCS Hoechst-high %: 2.9; MT stabilize HCS cytotoxicity %: 3.3; Myeloid diff 2 GFP+ MAC1+ %: 0.3
